# Compound activity as filed in PubChem BioAssay.
# STK33 kin inh = STK33 kinase inhibitors, primary screen, biochemical, luminescence, ADP-Glo, MBP substrate. inhibition, % at 12.5 µM. AID 2322, 2010. hit rate 0.44% among 27,000. Serine/threonine-protein kinase 33 (Homo sapiens), Q9BYT3; in the data active = inhibition above about 20%
# Target sequence (Q9BYT3 whole entry, looked up): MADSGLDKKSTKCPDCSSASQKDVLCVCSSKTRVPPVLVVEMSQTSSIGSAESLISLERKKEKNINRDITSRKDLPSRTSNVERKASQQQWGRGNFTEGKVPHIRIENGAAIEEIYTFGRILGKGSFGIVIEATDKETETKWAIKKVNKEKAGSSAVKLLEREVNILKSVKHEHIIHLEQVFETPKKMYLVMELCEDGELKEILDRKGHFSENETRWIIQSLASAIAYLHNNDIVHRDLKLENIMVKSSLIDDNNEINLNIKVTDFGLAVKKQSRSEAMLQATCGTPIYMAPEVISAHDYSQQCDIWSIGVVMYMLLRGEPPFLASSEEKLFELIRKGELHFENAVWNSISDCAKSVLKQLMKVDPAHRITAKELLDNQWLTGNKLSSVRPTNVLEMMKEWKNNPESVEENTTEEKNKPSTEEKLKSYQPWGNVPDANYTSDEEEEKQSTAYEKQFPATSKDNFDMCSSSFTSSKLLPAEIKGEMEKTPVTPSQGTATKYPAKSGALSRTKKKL
# p53 PUMA act = mutant p53 pathway re-activators, primary screen, cell-based, SW480, luciferase, single point, HTS | SW480 PUMA-promoter luciferase, p53 mutant reactivation | activation, % at 9.98 µM | hit rate 1.5% among 28,000; in the data active = activation above about 52%
# * marks the source's active call; other numbers are inactive results; . = no result given. This is a subset. The share of hits here may be higher or lower than overall.
SMILES,STK33 kin inh,p53 PUMA act
C[C@@H]1CCCCO[C@@H](CN(C)S(=O)(=O)c2cccs2)[C@@H](C)CN([C@H](C)CO)C(=O)c2cc(NC(=O)Nc3ccc(F)cc3)ccc2O1,3,.
COc1cc([C@@H]2c3cc4c(cc3C(OC3OC5COC(C)OC5C(O)C3O)C3OCC(=O)[C@@H]32)OCO4)cc(OC)c1O (some centres undefined),.,-81
COc1ccc(C)cc1N(CC(=O)N1CCN(c2cc(Cl)ccc2C)CC1)S(C)(=O)=O,-3,9
C[C@H]1CN([C@@H](C)CO)C(=O)c2cc(NC(=O)C3CCCCC3)ccc2O[C@@H]1CN(C)CC1CC1,.,6
Nc1nc(SCC(=O)N2CCCc3ccccc32)[nH]c(=O)c1-c1ccccc1,5,-1
Cc1ccc(S(=O)(=O)Nc2ccc3c(c2)C(=O)N([C@@H](C)CO)C[C@@H](C)[C@H](CN(C)Cc2ccc4c(c2)OCO4)OCCCC[C@@H](C)O3)cc1,.,-5
Cc1noc(C)c1NC(=O)Nc1cccc2c1O[C@@H](CN(C)C(=O)NC1CCCCC1)[C@@H](C)CN([C@@H](C)CO)C2=O,.,1
Cc1noc(C)c1NC(=O)Nc1ccc2c(c1)CC(=O)N([C@H](C)CO)C[C@H](C)[C@H](CN(C)Cc1ccc(-c3ccccc3)cc1)O2,0,.
C[C@@H]1CCCCO[C@@H](CN(C)C(=O)CCCN(C)C)[C@@H](C)CN([C@H](C)CO)C(=O)c2cc(N(C)C)ccc2O1,-2,2
C[C@@H]1CCCCO[C@H](CN(C)Cc2ccccc2)[C@@H](C)CN([C@H](C)CO)C(=O)c2cc(NS(C)(=O)=O)ccc2O1,.,-8
COc1ccc(CN(C)C[C@@H]2Oc3ccc(NC(=O)Nc4cccc5ccccc45)cc3CC(=O)N([C@@H](C)CO)C[C@@H]2C)cc1,-3,3
CC1(C)CC[C@]2(C(=O)O[C@@H]3O[C@H](CO)[C@@H](O)[C@H](O)[C@H]3O)CC[C@]3(C)C(=CCC4[C@@]5(C)CC[C@H](O[C@@H]6O[C@H](CO)[C@@H](O)[C@H](O)[C@H]6O)[C@@](C)(CO)C5CC[C@]43C)[C@@H]2C1 (some centres undefined),-1,.
C[C@@H]1CN([C@@H](C)CO)C(=O)c2cc(NC(=O)NC3CCCCC3)ccc2O[C@@H]1CN(C)C(=O)Nc1cccc2ccccc12,.,-7
Cc1c(NC(=O)CN2c3cccc4cccc(c34)S2(=O)=O)c(=O)n(-c2ccccc2)n1C,0,3
CNC[C@H]1Oc2c(NS(=O)(=O)c3ccc(Cl)cc3)cccc2C(=O)N([C@@H](C)CO)C[C@@H]1C,.,5
Cc1noc(C)c1S(=O)(=O)N(C)C[C@H]1Oc2ccc(NC(=O)Nc3ccc4c(c3)OCO4)cc2CC(=O)N([C@@H](C)CO)C[C@H]1C,.,-2
C[C@@H]1CN([C@@H](C)CO)C(=O)Cc2cc(NC(=O)Cc3cn(C)c4ccccc34)ccc2O[C@@H]1CN(C)Cc1ccccc1,1,.
C=CC[C@H](OC(=O)Nc1ccc(OC)cc1)c1ccc(OCCO)cc1,-6,.
C=CCN1C(=O)[C@]2(O[C@H](CCO)[C@@H]([Si](C)(C)c3ccc(OC)cc3)[C@@H]2C)c2cc(NC(C)=O)ccc21,4,.
COCCCN1C(=O)[C@@]2(Cc3ccccc31)c1ccccc1C(=O)N(Cc1ccccc1C(F)(F)F)[C@H]2c1ccc(CO)cc1,3,.
C[C@H]1CN([C@@H](C)CO)C(=O)Cc2cc(NS(=O)(=O)c3ccc(F)cc3)ccc2O[C@@H]1CN(C)S(=O)(=O)c1ccc(F)cc1,2,.
O=C(NCCCN1CCOCC1)c1ccc2nc(-c3ccccc3)c(-c3ccccc3)nc2c1,-4,4
COc1cccc2cc(C(=O)CC3(O)C(=O)N(Cc4ccccc4)c4ccc(Br)cc43)c(=O)oc12 (centres undefined),3,-12
CC1(C)S[C@@H]2[C@H](NC(=O)[C@H](NC(=O)N3CCNC3=O)c3ccccc3)C(=O)N2[C@H]1C(=O)O,-3,.
CN1CCc2cc(Cl)c(O)cc2[C@@H](c2ccccc2)C1,5,.
C[C@H]1CN([C@@H](C)CO)C(=O)Cc2cc(NS(=O)(=O)c3cn(C)cn3)ccc2O[C@@H]1CN(C)S(=O)(=O)c1ccc(F)cc1,2,.
Cc1noc(C)c1S(=O)(=O)Nc1cccc2c1O[C@H](CN(C)C(=O)Nc1ccc(F)cc1)[C@H](C)CN([C@H](C)CO)C2=O,.,-7
Cc1ccc(S(=O)(=O)Nc2ccc3c(c2)CC(=O)N([C@@H](C)CO)C[C@H](C)[C@H](CN(C)Cc2ccc(Cl)c(Cl)c2)O3)cc1,0,.
C[C@H]1CN([C@@H](C)CO)C(=O)c2cc(NS(=O)(=O)c3ccc(Cl)cc3)ccc2O[C@H]1CN(C)Cc1ccc(Oc2ccccc2)cc1,3,.
CCN(CC(N)=O)S(=O)(=O)c1ccc2ccccc2c1,0,3
C[C@@H]1CN([C@H](C)CO)C(=O)Cc2cc(NC(=O)NC3CCCCC3)ccc2O[C@@H]1CN(C)C(=O)Nc1ccc(C(F)(F)F)cc1,1,-4
COc1ccc(C)cc1S(=O)(=O)N(C)CC(=O)Nc1ccc(F)c(Cl)c1,-2,16
C[C@@H]1CN([C@@H](C)CO)S(=O)(=O)c2ccc(/C=C/c3ccccc3)cc2O[C@H]1CN(C)C(=O)Nc1cc(F)ccc1F,.,-48
C[C@H]1CCCCO[C@H](CN(C)Cc2ccc(C(=O)O)cc2)[C@@H](C)CN([C@@H](C)CO)C(=O)c2cc(NC(=O)C3CCCCC3)ccc2O1,.,12
CC(C)NC(=O)N(C)C[C@H]1OCCCC[C@H](C)Oc2ccc(NC(=O)Nc3ccc4c(c3)OCO4)cc2C(=O)N([C@H](C)CO)C[C@@H]1C,.,-4
C/C=C/c1cnc2c(c1)C(=O)N([C@H](C)CO)C[C@H](C)[C@@H](CN(C)C(=O)Nc1cccc(OC)c1)O2,.,4
Cc1noc(C)c1NC(=O)Nc1ccc2c(c1)CC(=O)N([C@@H](C)CO)C[C@@H](C)[C@@H](CN(C)S(=O)(=O)c1cccs1)O2,-3,6
CCCC#Cc1cnc2c(c1)C(=O)N([C@@H](C)CO)C[C@H](C)[C@@H](CN(C)S(=O)(=O)c1ccccc1)O2,.,8
COc1ccc(NC(=O)Nc2ccc3c(c2)[C@H]2C[C@H](CC(=O)NCC4CC4)O[C@H](CO)[C@H]2O3)cc1,.,-4
COc1ccc(C(C)C)cc1S(=O)(=O)n1cnc2ccccc21,-3,9

# Given with bars between the fields: part of the list above.
canonical_smiles | STK33 kin inh | p53 PUMA act
COc1cccc2cc(C(=O)CC3(O)C(=O)N(Cc4ccccc4)c4ccc(Br)cc43)c(=O)oc12 (centres undefined) | 3 | -12
CC1(C)S[C@@H]2[C@H](NC(=O)[C@H](NC(=O)N3CCNC3=O)c3ccccc3)C(=O)N2[C@H]1C(=O)O | -3 | .
CN1CCc2cc(Cl)c(O)cc2[C@@H](c2ccccc2)C1 | 5 | .
C[C@H]1CN([C@@H](C)CO)C(=O)Cc2cc(NS(=O)(=O)c3cn(C)cn3)ccc2O[C@@H]1CN(C)S(=O)(=O)c1ccc(F)cc1 | 2 | .
Cc1noc(C)c1S(=O)(=O)Nc1cccc2c1O[C@H](CN(C)C(=O)Nc1ccc(F)cc1)[C@H](C)CN([C@H](C)CO)C2=O | . | -7
Cc1ccc(S(=O)(=O)Nc2ccc3c(c2)CC(=O)N([C@@H](C)CO)C[C@H](C)[C@H](CN(C)Cc2ccc(Cl)c(Cl)c2)O3)cc1 | 0 | .
C[C@H]1CN([C@@H](C)CO)C(=O)c2cc(NS(=O)(=O)c3ccc(Cl)cc3)ccc2O[C@H]1CN(C)Cc1ccc(Oc2ccccc2)cc1 | 3 | .
CCN(CC(N)=O)S(=O)(=O)c1ccc2ccccc2c1 | 0 | 3
C[C@@H]1CN([C@H](C)CO)C(=O)Cc2cc(NC(=O)NC3CCCCC3)ccc2O[C@@H]1CN(C)C(=O)Nc1ccc(C(F)(F)F)cc1 | 1 | -4
COc1ccc(C)cc1S(=O)(=O)N(C)CC(=O)Nc1ccc(F)c(Cl)c1 | -2 | 16
C[C@@H]1CN([C@@H](C)CO)S(=O)(=O)c2ccc(/C=C/c3ccccc3)cc2O[C@H]1CN(C)C(=O)Nc1cc(F)ccc1F | . | -48

# The listing continues.
SMILES,STK33 kin inh,p53 PUMA act
C[C@@H]1CN([C@H](C)CO)C(=O)Cc2cc(NS(=O)(=O)c3cccs3)ccc2O[C@@H]1CN(C)C(=O)NC1CCCCC1,1,.
CC(C)NC(=O)N(C)C[C@@H]1Oc2ccc(NC(=O)CCN3CCOCC3)cc2CC(=O)N([C@@H](C)CO)C[C@H]1C,.,2
C[C@H](CO)N1C[C@H](C)[C@H](CN(C)Cc2ccc(C(F)(F)F)cc2)Oc2ccc(N(C)C)cc2C1=O,0,.
O=C(/C=C/c1ccccc1)c1ccc(O)cc1,27*,.
C[C@@H]1CN([C@H](C)CO)S(=O)(=O)c2ccc(C#Cc3ccc(F)cc3)cc2O[C@@H]1CN(C)C(=O)NC1CCCC1,.,-16
C[C@@H]1CN([C@H](C)CO)C(=O)CCCn2nncc2CO[C@@H]1CN(C)S(=O)(=O)c1cccs1,-1,.
O=C(CSc1nc2ccccc2c(=O)[nH]1)Nc1cccc([N+](=O)[O-])c1,4,5
C[C@H](CO)N1C[C@H](C)[C@@H](CN(C)C(=O)c2ccc3c(c2)OCO3)Oc2cc(-c3ccccc3)ccc2S1(=O)=O,.,-6
COc1ccc(C#Cc2ccc3c(c2)[C@]2(C(=O)N3)[C@H](c3ccccc3OCCO)N3[C@H](c4ccccc4)[C@H](c4ccccc4)OC(=O)[C@H]3[C@@H]2C(=O)N2CCN(c3ncccn3)CC2)cc1,10,.
Nc1ncnc2c1[nH]c(=S)n2CCOc1cccc2ccccc12,4,-10
CC(C)[C@H](C)NC(=O)N(C)C[C@H]1OCc2ccccc2-c2c(n(C)c3ccccc23)C(=O)N([C@@H](C)CO)C[C@H]1C,.,11
C[C@H]1CN([C@@H](C)CO)C(=O)c2cccc(NC(=O)c3ccncc3)c2O[C@@H]1CN(C)C(=O)Nc1cccc2ccccc12,.,-2
C[C@@H]1CCCCO[C@H](CN(C)Cc2ccc(C(=O)O)cc2)[C@H](C)CN([C@H](C)CO)C(=O)c2cc(NC(=O)C3CCCCC3)ccc2O1,.,5
CNC[C@H]1Oc2ccc(NC(=O)Cc3ccccc3)cc2CC(=O)N([C@@H](C)CO)C[C@H]1C,-1,0
COc1ccccc1NC(=O)CSC1CC(=O)N(c2ccc(C)cc2)C1=O (centres undefined),0,-16
COc1ccc(CN(C)C[C@@H]2Oc3ccc(NC(=O)Cn4cnnn4)cc3CC(=O)N([C@@H](C)CO)C[C@@H]2C)cc1,.,-3
Cc1cccc(C)c1OCc1nnc2c3cnn(-c4ccccc4)c3ncn12,-2,35
CC1=Nc2ccc(C)cc2/C1=C\c1c(N)n2nc(S(=O)(=O)CC(C)C)sc2nc1=O,.,-3
C[C@@H]1CN([C@@H](C)CO)C(=O)c2c(c3ccccc3n2C)-c2ccccc2CO[C@@H]1CN(C)C(=O)[C@H](Cc1ccccc1)N(C)C,.,-10
Cc1ccc(C(=O)CCNc2ccc3c(c2)oc2ccccc23)o1,2,42
COc1ccc(CN(C)C[C@@H]2Oc3ccc(NC(=O)Cc4ccccc4)cc3CC(=O)N([C@H](C)CO)C[C@@H]2C)cc1,0,1
Nc1cc(=O)[nH]c(SCC(=O)NCc2ccco2)n1,-2,-2
Cc1cccc(-c2nnc(SCC(=O)Nc3ccccc3F)o2)c1,0,-41
C[C@H](CO)N1C[C@H](C)[C@H](CN(C)Cc2ccc3c(c2)OCO3)Oc2ccc(NS(=O)(=O)c3ccccc3)cc2CC1=O,-8,5
Cc1ccc(S(=O)(=O)N(C)C[C@H]2Oc3ccc(NC(=O)C4CC4)cc3C(=O)N([C@@H](C)CO)C[C@@H]2C)cc1,-3,.
Cc1noc(C)c1S(=O)(=O)Nc1ccc2c(c1)CC(=O)N([C@@H](C)CO)C[C@H](C)[C@@H](CN(C)Cc1ccc(C(F)(F)F)cc1)O2,6,.
C[C@@H]1CCCCO[C@H](CN(C)Cc2ccccc2)[C@@H](C)CN([C@H](C)CO)C(=O)c2cc(NC(=O)CCCN(C)C)ccc2O1,-2,-1
C[C@@H]1CN([C@H](C)CO)C(=O)CCCn2nncc2CO[C@@H]1CN(C)C(=O)C1CC1,0,.
Cc1ccc(-n2c(C)nc3sc4c(c3c2=O)CCC4)cc1,0,.
O=C1O[C@@H](c2ccccc2)[C@@H](c2ccccc2)N2[C@@H](c3ccc(OCCO)cc3)[C@]3(C(=O)Nc4ccc(C#CCCO)cc43)[C@@H](C(=O)N3CCN(c4ncccn4)CC3)[C@H]12,7,.
O=C(C[C@H]1C[C@@H]2c3cc(NC(=O)Cc4ccncc4)ccc3O[C@@H]2[C@@H](CO)O1)NCc1ccc2c(c1)OCO2,.,13
CNC(=O)CCC(=O)Nc1ccc(C(=O)OC)cc1,-1,17
C[C@@H]1CCCCO[C@H](CN(C)Cc2ccncc2)[C@@H](C)CN([C@H](C)CO)C(=O)c2cc(N(C)C)ccc2O1,-2,5
C[C@H]1CN([C@@H](C)CO)C(=O)c2cccc(NC(=O)c3ccncc3)c2O[C@@H]1CN(C)C(=O)Nc1ccccc1,.,5
Cc1ccc([N+](=O)[O-])cc1NC(=O)Cn1cnc2ccccc2c1=O,2,-5
Cc1noc(C)c1S(=O)(=O)Nc1ccc2c(c1)C(=O)N([C@@H](C)CO)C[C@@H](C)[C@@H](CN(C)C(=O)Nc1ccc3c(c1)OCO3)O2,.,11
CC(C)C#Cc1cnc2c(c1)C(=O)N([C@@H](C)CO)C[C@H](C)[C@@H](CN(C)Cc1ccccc1F)O2,.,1
C[C@@H]1CN([C@H](C)CO)C(=O)Cc2cc(N(C)C)ccc2O[C@@H]1CN(C)S(=O)(=O)c1cccs1,-6,-10
C[C@H](CO)N1C[C@H](C)[C@H](CN(C)C(=O)Nc2ccccc2)Oc2c(NC(=O)c3nc4ccccc4s3)cccc2C1=O,.,-2
C[C@@H]1CN([C@H](C)CO)C(=O)Cc2cc(NC(=O)Cc3cn(C)c4ccccc34)ccc2O[C@H]1CN(C)CC1CC1,-9,-7
